# Source: PubChem BioAssay (National Center for Advancing Translational Sciences (NCATS))
# 12-LOX inh: Primary qHTS assay for inhibitors of human arachidonate 12S-lipoxygenase (ALOX12): Round 2; Potency, µM (top dose mostly 108 µM), for inactives: top-dose activity change, negative = inhibition, actives largely listed as inhibitors; Polyunsaturated fatty acid lipoxygenase ALOX12 (Homo sapiens), P18054; purified 12hLO, xylenol orange hydroperoxide absorbance; 580,000 tested, 1.1% active; active means well fitted inhibition curve with a large enough effect; inconclusive means small, poorly fitted or top-dose-only effect, or another doubt; inactive means no such curve, though single readings can be large or run the other way
# Target sequence (P18054 whole entry, looked up): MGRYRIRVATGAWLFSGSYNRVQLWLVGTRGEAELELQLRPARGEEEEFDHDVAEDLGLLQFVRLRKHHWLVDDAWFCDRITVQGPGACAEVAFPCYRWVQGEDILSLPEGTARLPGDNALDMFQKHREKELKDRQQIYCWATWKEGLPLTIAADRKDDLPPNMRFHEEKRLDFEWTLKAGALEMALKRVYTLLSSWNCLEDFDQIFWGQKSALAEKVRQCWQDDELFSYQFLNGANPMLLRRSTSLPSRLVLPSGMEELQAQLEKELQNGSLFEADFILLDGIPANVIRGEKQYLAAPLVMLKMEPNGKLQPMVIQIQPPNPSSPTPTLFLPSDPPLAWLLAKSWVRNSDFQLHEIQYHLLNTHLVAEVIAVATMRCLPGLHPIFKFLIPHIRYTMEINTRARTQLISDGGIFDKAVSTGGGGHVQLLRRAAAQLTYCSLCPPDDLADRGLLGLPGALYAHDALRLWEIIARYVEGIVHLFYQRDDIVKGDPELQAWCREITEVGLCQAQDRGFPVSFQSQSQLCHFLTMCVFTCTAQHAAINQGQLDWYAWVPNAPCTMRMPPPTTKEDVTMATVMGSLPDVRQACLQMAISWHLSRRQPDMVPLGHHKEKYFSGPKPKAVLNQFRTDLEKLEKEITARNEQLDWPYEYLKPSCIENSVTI
#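 Purified human 12hLO (150 nM final) in 25 mM Hepes, 0.01% Triton X-100, pH 7.0 was preincubated 15 min at room temperature with compound. Then 40 uM arachidonic acid was added, 30 min. Hydroperoxide was read by Fe-XO absorbance ratio 573/405 nm.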
# * hit, by the source's call; ? = inconclusive; [ ] = dose if it differs, or a comment. On the % scale 0 is the no-effect control and ±100 the full control effect; potency means the concentration at half of the fitted maximal effect. This is a subset, so the mix of outcomes need not match the whole.
SMILES,12-LOX inh
Cc1c(Nc2nc3ccc(Cl)cc3n3cnnc23)cccc1[N+](=O)[O-],-45%
Cc1nc2nc(NCc3ccccc3)[nH]n2c(=O)c1CCC(=O)Nc1cccc2ccccc12,1%
CN1CC(=O)N(c2ccccc2F)Cc2c(NC3CCCC3)ncnc21,-12%[176 µM]
c1ccc(-c2ccc(-c3ccn[nH]3)cc2)cc1,?
O=C(N[C@@H]1CCNC[C@H]1O)c1cccc(-c2ccc(OC(F)(F)F)cc2)c1,8%
Cc1cn2nc(C(=O)NCc3cccc(Cl)c3)cc2c(N2CCCC2)n1,60%[activator]
COc1ccc(CN2CCC(O)(c3csc(CN4CCc5ccccc5C4)n3)CC2)cc1,19%
COCCC(=O)N1CCC(N2C(=O)C3(CCCCC3)C2c2ccccc2)CC1 (stereo not given),13%
Cc1ccccc1Oc1ncccc1CNC(=O)c1cnn2ccccc12,1%
O=C(O)c1ccc(Cl)cc1I,12%
CN(Cc1ccc2nonc2c1)C(=O)C1CCN(C(=O)C2CCCC2)CC1,11%
O=C(OCC(=O)N1CCOCC1)c1cc2ccccc2[nH]1,7%
O=C(Cn1ccn2nc3c(c2c1=O)CCCC3)NCc1cccs1,-6%
COCCN1C[C@H]2CN(C(=O)C3CCC3)C[C@@]2(C(=O)O)C1,28%
Cc1ccc(-c2nc(CCNS(=O)(=O)c3cc(C)ccc3C)cs2)cc1,9%
CN(C)C[C@@H]1CN(c2ncccn2)C[C@H]1NC(=O)c1cc(F)ccc1Cl,24%
COc1cccc(-c2ccnc(-c3nnc(C)n3C3CCCCC3)c2)c1,47%[activator][176 µM]
O=C([C@@H]1C[C@H](Oc2cccnc2)CN1C(=O)c1nccc2ccccc12)N1CCOCC1,6%
Cc1ccc(-c2cc3c(=O)n(CCNC(=O)Cc4ccsc4)ccn3n2)cc1C,-1%
CCOc1cc(C2N=C(N)Nc3nc4ccccc4n32)cc(Cl)c1O (stereo not given),?
COc1ccc(S(=O)(=O)Cc2nnnn2-c2ccc(F)cc2)cc1,-9%
FC(F)(F)c1cnc(SCc2cn3ccsc3n2)c(Cl)c1,-8%
Cc1ccc(OC(=O)N(C)C[C@H]2OCc3cn(nn3)CCCC(=O)N([C@@H](C)CO)C[C@@H]2C)cc1,-19%
COc1ccccc1-c1ccnc(-n2ncc(C(=O)NCc3cccc(C)n3)c2C)n1,-5%
O=C(NCc1ccncc1)C1CN(S(=O)(=O)c2cccs2)CC12CCCCC2 (stereo not given),52%[activator]
O=C(Nc1ccccc1)N[C@H]1C[C@H]2C(=O)NC[C@@H](CCC(=O)N3CCCCC3)N2C1,-22%[176 µM]
O=[N+]([O-])c1ccc(/C=N/N=C(c2ccccc2)c2ccccc2)cc1,-1%
Cc1ccccc1OCc1nc(C2CN(C(=O)c3ccc4ccccc4n3)C2)no1,-4%
O=C(O)c1ccc(-c2ccccc2)cc1F,-7%
COc1cccc([S+](=O)([O-])N2CCc3nc(C4CC4)nc(-c4ccc(Cl)cc4)c3CC2)c1,14%
c1ccc2sc(C34CC5CC(CC(C5)C3)C4)nc2c1,?
COc1ccc(C(=O)N2CC[C@H]3C(=O)NCCCCCCN(Cc4ccncc4)[C@@H]3C2)c(OC)c1,98%[activator]
Cc1noc(C)c1C(=O)N1CC(c2nc(CCc3ccccc3)no2)C1,19%
CN1CCN(c2ccnc(-c3ccc(N(C)C)cc3)n2)CC1,?
O=C(c1cc(=O)c2ccccc2o1)N1CCC(CCN2CCCCC2)CC1,?
CCOCCn1c(=O)[nH]c2cc(C(=O)NCc3nnc(C)o3)ccc21,13%
Cc1ccc(C(=O)N(Cc2cccs2)C2CC2)o1,-27%
COc1ccc(C(=O)N2CCOCCNC(=O)CC2)cc1F,31%[activator]
CCN1CCC2(Cc3ccccc3CN(C(=O)c3c(C)noc3C)C2)C1 (stereo not given),6%[6.33 µM]
CCC(c1cccs1)N1C(=O)[C@H]2CN(S(=O)(=O)c3ccc4c(c3)CCC4)C[C@H]2C1=O (stereo not given in full),38%[activator]
Cc1nn(C)c(C)c1CCNC(=O)CCC[C@H]1NC[C@@H]2C[C@H]1CN(Cc1ccccc1)C2,28%
Cc1ccc(N2CCC(NC(=O)c3ccc(F)cc3Cl)C2=O)cc1C (stereo not given),?
CCn1ncc(N2CCC(NC(=O)CCC(C)C)CC2)cc1=O,9%
COc1ccc(Nc2nccc3c(=O)cc(-c4cn[nH]c4)oc23)cc1OC,24%[176 µM]
Cc1c(C(=O)OCCOc2ccccc2)sc(=S)n1C,5%
Cc1nccn1CCCC(=O)N1CC[C@](C)(O)[C@H](C)C1,36%[activator]
O=C(Nc1cccc(F)c1)N1CCC(N2CC3CC(C2)[C@H]2CCCC(=O)N2C3)CC1 (stereo not given in full),-3%
O=C(O)CC(Sc1ccc(Cl)cc1)C(=O)Nc1ccccc1 (stereo not given),-50%

# Exported with bars between the fields: entries from further up
molecule | 12-LOX inh
CN1CCN(c2ccnc(-c3ccc(N(C)C)cc3)n2)CC1 | ?
O=C(c1cc(=O)c2ccccc2o1)N1CCC(CCN2CCCCC2)CC1 | ?
CCOCCn1c(=O)[nH]c2cc(C(=O)NCc3nnc(C)o3)ccc21 | 13%
Cc1ccc(C(=O)N(Cc2cccs2)C2CC2)o1 | -27%
COc1ccc(C(=O)N2CCOCCNC(=O)CC2)cc1F | 31%[activator]
CCN1CCC2(Cc3ccccc3CN(C(=O)c3c(C)noc3C)C2)C1 (stereo not given) | 6%[6.33 µM]
CCC(c1cccs1)N1C(=O)[C@H]2CN(S(=O)(=O)c3ccc4c(c3)CCC4)C[C@H]2C1=O (stereo not given in full) | 38%[activator]
Cc1nn(C)c(C)c1CCNC(=O)CCC[C@H]1NC[C@@H]2C[C@H]1CN(Cc1ccccc1)C2 | 28%
Cc1ccc(N2CCC(NC(=O)c3ccc(F)cc3Cl)C2=O)cc1C (stereo not given) | ?
CCn1ncc(N2CCC(NC(=O)CCC(C)C)CC2)cc1=O | 9%
COc1ccc(Nc2nccc3c(=O)cc(-c4cn[nH]c4)oc23)cc1OC | 24%[176 µM]
Cc1c(C(=O)OCCOc2ccccc2)sc(=S)n1C | 5%
Cc1nccn1CCCC(=O)N1CC[C@](C)(O)[C@H](C)C1 | 36%[activator]
O=C(Nc1cccc(F)c1)N1CCC(N2CC3CC(C2)[C@H]2CCCC(=O)N2C3)CC1 (stereo not given in full) | -3%
O=C(O)CC(Sc1ccc(Cl)cc1)C(=O)Nc1ccccc1 (stereo not given) | -50%

# Next section:
SMILES,12-LOX inh
Cn1ccnc1C(NC(=O)c1n[nH]c(=O)c2ccccc12)c1ccccc1 (stereo not given),38%
CCCOc1ccc(OCCN2CCN(C)C3(CCNC(=O)CC3)C2)cc1 (stereo not given),24%
COc1cc(C(=O)Nc2ccc3oc(C)nc3c2)cc(OC)c1Br,0%
CC[C@@H](C)[C@H](NC(=O)c1sc(-c2ccccc2F)nc1C)C(=O)O,?
CC(=O)Oc1ccc2cc(-c3nc(-c4ccc(C)cc4)no3)c(=O)oc2c1,-20%
CC(C)NC(=O)N1Cc2[nH]cnc2C[C@H]1c1nc(-c2ccc(Cl)cc2)no1,14µM*
Cc1ccc(CCC(=O)NC(C)c2cccnc2)c(C)c1 (stereo not given),9%
Cc1ccc(CN2CCC(C3CCN(S(C)(=O)=O)CC3)C2)nc1 (stereo not given),115%[activator]
O=C(/C(Cl)=C\Nc1ccc(SC(F)F)cc1)C(F)(F)F,?
COc1ccc(-c2noc([C@@H]3CCCN3C(=O)c3ccc(OC)c(F)c3)n2)cc1,44%[activator]
COc1ccccc1CC(=O)N1C[C@H](c2nc(-c3ccncc3)no2)[C@@H](C)C1,-4%
O=C1OC(c2ccc(Br)o2)=N/C1=C/c1cc(Br)cs1,?
COc1ccccc1-c1[nH]nc2ncc(-c3ccc(C)cc3)nc12,?
CCCNC(=O)N1CCC(c2noc(-c3ccccn3)n2)C1 (stereo not given),47%
O=C(c1nc(-c2ccc(Cl)nc2)c2cnccn12)N1CCCC1,1%[6.33 µM]
Cn1cc2c3c(cccc31)CN(C(=O)c1cccs1)CC2,7%
Cn1c(CCC(=O)NC2CCOCC2)nc2cc(S(=O)(=O)N3CCCC3)ccc21,-2%
CCc1ccc(C(=O)N2CCC(Oc3nccnc3N(C)C)C2)cc1 (stereo not given),17%
COc1ccc(CNC(=O)c2nnn3cc(C)[nH]c(=O)c23)cc1,36%[activator]
O=C1CC(c2noc(-c3ccc(OC(F)(F)F)cc3)n2)CN1c1ccc(F)cc1 (stereo not given),29%
COc1ccccc1-c1ccc2ncc(Nc3ccccc3F)n2n1,1%[176 µM]
Cc1nc2ccccc2nc1SCC(=O)NC(C)C,-6%
COc1cccc(CN2CCCC23Cc2ccccc2CNC3=O)c1 (stereo not given),?
COc1cc(NC(=O)Cn2nc3c(cc2=O)CCCCC3)cc(OC)c1OC,31%[activator]
CC(C)CCN1CCCC2(CC(Cc3ccccc3)=NO2)C1 (stereo not given),13%[176 µM]
Cn1c(C2CCC2)nc2cc(C(=O)N3CCOc4ccccc4C3)cc(NC(=O)C3CCCO3)c21 (stereo not given),15%
COc1ccc(O[C@H]2COCCN(C(=O)c3cccc(F)c3)C2)cc1,40%[activator][176 µM]
CC(C)CCN1C[C@@H]2C[C@H]1C(=O)N(Cc1cccnc1)c1ccccc1O2,24%[176 µM]
CN(CC(=O)NC(=O)NCc1ccccc1)Cc1ccsc1,43%[activator]
Cc1cc(C(=O)N2CCC(OCCOc3ccc(F)cc3)CC2)nn1C,6%
COc1ccc(NC(=O)N2CCC3(CC2)N(CC2CC2)C(=O)CS3=O)cc1 (stereo not given),11%
CCOC(=O)c1ccc(NC(=O)N2CCc3c(nc4cc[nH]n4c3=O)C2)cc1,?
O=C(/C=C/c1cc2cc(Cl)ccc2o1)NC1CCCC1,-7%
Cc1cc(NS(=O)(=O)c2cc(-c3ccc4nnc(C)n4n3)ccc2C)c(C)cc1Br,-2%
Cc1ccc(-c2nc(-c3nc(-c4cccs4)cs3)sc2C)cc1C,?
Cn1nc(-c2ccc(Cl)cc2)c2cc(C(=O)Oc3ccccc3Cl)sc21,-19%
O=C(NCCc1ccccc1)C1CCCN(C2CCN(Cc3ccncc3)CC2)C1 (stereo not given),112%[activator]
CCOCC(=O)N1CCC2(CC1)C(OC)CN2c1cccc(F)c1 (stereo not given),24%
Cc1cccc(CC(=O)N2CCC3(CC2)CCC(O)(CN(C)C)CC3)c1,27%
CN(C)c1nc(-c2ccncc2)nc2c1CCN(C(=O)c1ccn[nH]1)C2,37%
CCCn1nc(C)cc1CN(C)c1ccc(NS(=O)(=O)CC)cc1C(=O)O,?
CC(C)[C@]1(O)CN(C(=O)c2ccc3c(c2)CCCO3)C[C@H]1C,72%[activator]
Cc1ccc(-c2nn(CCC(=O)NCc3ccccc3)c(=O)c3ccccc23)cc1,-6%
CN1c2cc(C(=O)NCc3ccc(F)cc3F)ccc2C(=O)N2CCCC21 (stereo not given),34%[activator]
CCOc1ccccc1CN1CCC2(CCN(C(C)=O)CC2)Oc2ccccc21,?
O=C(CSc1nc2cc(C(F)(F)F)ccc2s1)c1ccc2c(c1)CCCC2,-6%
CCCc1cc(C(=O)N2CCC3(CC2)CC(=O)N(CCCOC)C3)n(C)n1,40%[activator]
CCNc1nc2c(s1)C(c1cccnc1)CC(=O)N2 (stereo not given),-10%
Fc1ccc(-c2noc([C@@H]3CCCN3Cc3ccccc3F)n2)nc1,0%[176 µM]
O=C(Cc1cccs1)N1CCCn2cc(-c3ccccc3)nc21,24%
CS(=O)(=O)c1cnc(NCCN2CCOCC2)nc1C1CCCNC1 (stereo not given),-1%
Cc1ccc(-c2nnn(CCCn3c(=O)c4c(ncn4C)n(C)c3=O)n2)cc1,7%
COc1ccc(-c2cnc(NC(=O)NCc3ccc(C)cc3)n2C)cc1,31%[activator]
CCCCNc1ccc2c(c1)OC[C@@H](C)NS2(=O)=O,?
Cc1cn2nnc(C(=O)N3CCC(C(=O)Nc4ccc(C(C)C)cc4)CC3)c2c(=O)[nH]1,13%
COc1ccc([C@H]2CN(C(=O)c3nc(N)nc4c3CCCC4)C[C@@H]2N)cc1,-5%
c1ccc(CNc2ncncc2-c2ccc3c(c2)OCO3)cc1,25µM*
CCOC(=O)c1ccc2ncc(C(=O)OCC)c(Nc3ccccc3CC)c2c1,-11%
O=C(Cc1ccc(F)cc1)N1CCC2(CC1)Cc1ccccc1NC2=O,64%[activator]
CCOC(=O)CSc1nc(-c2cccc(C)c2)nc2c1COC(C)(C)C2,-2%
# Continued:
SMILES,12-LOX inh
COc1ccccc1-n1cnnc1SCC(=O)c1ccc2c(c1)CCC2,0%
O=C(c1n[nH]c2ccccc12)N1CCC(c2nc(C3CCOCC3)no2)CC1,6%
Cc1nc(-c2cc3ccc(OC(=O)C4CC4)cc3oc2=O)cs1,-9%
CCOc1ccc(CC(=O)N2c3ccccc3CC2c2nc(C3CC3)no2)cc1OCC (stereo not given),-2%
CCCC(C)(C)NC(=O)CCc1ccc(OC)c(OC)c1OC,-16%
COc1cccc(S(=O)(=O)Nc2c(NC3CCCCC3)c3ccccc3oc2=O)c1,-16%
Cc1ccsc1C(=O)N1CCC[C@H](n2c(=O)n(CC3CC3)c3cccnc32)C1,2%
O=C1NC(=NC2CCCCC2)C2(CCCN(Cc3ccc(F)cc3)C2)N1c1cccnc1 (stereo not given),8%[6.33 µM]
CCOC(=O)c1ccc(NC(=O)N2Cc3[nH]cnc3C[C@H]2c2nc(C(C)C)no2)cc1,43%[activator][176 µM]
CC(C)N1C[C@@H](F)[C@@H](OCc2nc3ccc(F)cc3[nH]2)C1,100%[activator][176 µM]
CC(C)=C1N(S(=O)(=O)C(F)(F)F)CCC12CN(C)c1ccccc12 (stereo not given),-3%
Clc1ccc(-c2nnc3n2CCN(Cc2cccc4ccccc24)C3)cc1,-2%[6.33 µM]
Cc1cc2nc(/C=C/c3cccc(O)c3)sc2cc1C,?
